Assay outcomes as filed in PubChem.
Granule exo inh: LAMP-1 surface exposure blockers, TALL-104 cells – cell-based, flow cytometry, MLPCN library, primary screen. TALL-104 LAMP-1 surface exposure; cells stimulated with thapsigargin and PMA. inhibition, % at 10 µM. actives 0.66% (n = 360,000);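 active = inhibition above about 55%, limit read from the data; inconclusive = no clear call, values can overlap the other calls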
H9c2 protect: cardioprotection against H2O2-induced cell death, primary screen, uHTS, H9c2 cells, ATPLite luminescence; actives 0.63% (n = 360,000); protection from H2O2 cell death, % at 20 µM; H9c2 cardiomyocytes, H2O2 injury protection, 2 h; AID 588492, 2011;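 active = compounds giving at least 50% protection of heart cells from peroxide-induced death in the single-dose screen, raw or plate-pattern-corrected value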;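 also: 0% = DMSO wells with peroxide and 100% = DMSO wells without peroxide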
Glyco luc inh: increase of ERlucT glycosylation luciferase signal, primary screen, N-linked glycosylation inhibitor project, D54 ERlucT cells, luminescence, set 2 | reporter increase, % at 12.5 µM | D54 ERlucT glycosylation luciferase reporter, 24 h; percent of 100 nM tunicamycin response | actives 0.23% (n = 360,000);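 active = mean luciferase reporter signal, scaled so untreated is 0 and the glycosylation-blocking control 100, at or above a set limit in every replicate; inconclusive = mean reaches the limit but not every replicate does; inactive = mean below the limit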;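 also: luciferase carries N-glycosylation sites so blocking glycosylation raises the light; 0% = median of neutral control wells and 100% = median of 100 nM tunicamycin wells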
PDI turbidity: inhibitors of human PDI, primary screen, biochemical, turbidity, single point, plate reader. Protein disulfide-isomerase (Homo sapiens), P07237. PDI insulin aggregation turbidity, A650, 90 min. inhibition, % at 10 µM. actives 0.052% (n = 350,000);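 active = mean inhibition across replicates of 30% or more, whatever share of single replicates reach that level; inconclusive = mean inhibition below 30% while every single replicate reaches 30%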;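 also: absorbance from insulin aggregation driven by PDI reduction with DTT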
Target sequence (P07237 whole entry, looked up): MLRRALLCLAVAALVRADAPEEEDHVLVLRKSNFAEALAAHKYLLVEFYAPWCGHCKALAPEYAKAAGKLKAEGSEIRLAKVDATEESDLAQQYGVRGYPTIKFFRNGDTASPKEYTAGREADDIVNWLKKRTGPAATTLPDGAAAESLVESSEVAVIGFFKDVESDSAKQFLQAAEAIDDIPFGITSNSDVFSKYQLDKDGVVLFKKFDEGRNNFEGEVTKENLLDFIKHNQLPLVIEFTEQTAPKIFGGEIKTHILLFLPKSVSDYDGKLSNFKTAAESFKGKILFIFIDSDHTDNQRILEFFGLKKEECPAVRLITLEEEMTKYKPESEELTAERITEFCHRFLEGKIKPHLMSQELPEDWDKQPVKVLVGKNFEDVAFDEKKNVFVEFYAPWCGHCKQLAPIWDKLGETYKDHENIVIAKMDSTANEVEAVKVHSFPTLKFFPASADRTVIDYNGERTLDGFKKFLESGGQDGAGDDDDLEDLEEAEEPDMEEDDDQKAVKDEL
CaV13 ICDI inh: Disruptors of the CACNA1D IQ motif to Ca2+-dependent inactivation inhibitor domain association, primary screening, Förster resonance energy transfer in intact living … | AID 743397 | HEK cells, CFP/YFP FRET ICDI-IQ, plate reader, 10 min; percent FRET-ratio fall versus neutral wells | inhibition, % at 12.3 µM | actives 0.098% (n = 340,000);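 active = mean replicate inhibition of at least 30% and at least 1% of replicates passing that level; inconclusive = only one of the two criteria is met; inactive = neither criterion is met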;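 also: 0% = median of the neutral control wells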
hiPSC survival: enhancers of single-cell hiPSC survival, primary screen, ATPlite luminescence; actives 0.044% (n = 360,000); 100% = ROCK inhibitor wells, 0% = DMSO; AID 602274, 2012; survival enhancement, % at 20 µM; in the data active = survival enhancement above about 18%;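 also: cells exposed to compounds for 16 hours before the ATP read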
aDG glyco act: activators of alpha-DG glycosylation, primary screen, uHTS, Pro5-aDG cells, AlphaScreen; activation, % at 10 µM; actives 0.22% (n = 360,000); alpha-DG glycosylation AlphaScreen (IIH6); 0% Pro5, 100% B10-LARGE cell signal;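 active = activation of at least 8% versus controls, or a plate z-score of at least 8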;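 also: Pro5 are CHO cells carrying HIG-tagged alpha-DG that lacks glycosylation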
HTR2A ag: mouse Htr2a agonists via beta-arrestin recruitment, primary screen, cell-based, luminescence; 5-hydroxytryptamine receptor 2A (Mus musculus), P35363; CHO-K1 mHTR2A beta-arrestin complementation; percent of 30 µM serotonin response; activation, % at 7.6 µM; actives 0.66% (n = 360,000);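 active = activation above a run cutoff, the mean activation of all tested compounds plus 3 SD, cut at about 14% in these data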;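 also: 0% = plate median of compound wells and 100% = 30 µM serotonin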
Target sequence (P35363 whole entry, looked up): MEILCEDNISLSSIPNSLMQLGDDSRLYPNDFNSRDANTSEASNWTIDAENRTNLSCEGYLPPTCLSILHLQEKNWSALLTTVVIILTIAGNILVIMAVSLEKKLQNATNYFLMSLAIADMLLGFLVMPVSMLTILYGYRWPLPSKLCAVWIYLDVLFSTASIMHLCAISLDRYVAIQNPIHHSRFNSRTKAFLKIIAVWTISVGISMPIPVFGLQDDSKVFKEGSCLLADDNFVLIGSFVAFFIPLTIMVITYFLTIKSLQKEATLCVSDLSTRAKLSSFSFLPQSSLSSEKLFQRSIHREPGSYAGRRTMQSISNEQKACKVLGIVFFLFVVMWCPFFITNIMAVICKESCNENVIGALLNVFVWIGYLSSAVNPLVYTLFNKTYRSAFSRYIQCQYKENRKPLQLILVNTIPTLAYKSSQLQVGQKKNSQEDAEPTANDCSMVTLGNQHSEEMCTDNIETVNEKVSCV
Vif inh: HIV Vif self-association inhibitors, primary screen, imaging, HEK293T, single point | HEK293T cells, Vif self-association by quenched fluorescence, 24 h | actives 0.35% (n = 340,000) | inhibition, % at 7.49 µM; in the data active = inhibition above about 50%, passing the limit was not always enough; inconclusive = no clear call, values can overlap the other calls; inactive = below about 31%; also: some results filed as inactive read as strong as hits
ABCB6 inh 2: ABCB6 transporter inhibitors, primary screen, K562-ABCB6 cells, flow cytometry, MLPCN library; fluorescence ratio to DMSO, % at 10 µM; K562-ABCB6 porphyrin accumulation, 1 h; stronger effect = lower value; AID 602162, 2011; actives 0.19% (n = 360,000); ATP-binding cassette sub-family B member 6 (Homo sapiens), Q9NP58;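 active = fluorescence ratio to DMSO below 75%, the collection mean minus 3 SD; inconclusive = too few cells collected in the well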;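 also: signal is porphyrin accumulated inside mitochondria; 100% equals median channel fluorescence of DMSO control wells; lower ratio means ABCB6 inhibition with less porphyrin fluorescence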
Numbers without * were called inactive; u = inconclusive; x = not tested or not shown.

SMILES	Granule exo inh	H9c2 protect	Glyco luc inh	PDI turbidity	CaV13 ICDI inh	hiPSC survival	aDG glyco act	HTR2A ag	Vif inh	ABCB6 inh 2
CCOc1ccccc1C1C(C#N)=C(N)Nc2onc(-c3ccccc3)c21 (stereo not given)	0	8	1	-1	-5	-1.0	0.1	2	x	91
C=CCSc1ccc(S(=O)(=O)N2CCN(C)CC2)cn1	14	6	1	-4	-5	-0.2	0.0	-3	14	92
CCn1c(C)cc(O)c(C(=O)Nc2cccc(Cl)c2)c1=O	6	0	1	-3	-3	-0.6	0.0	-2	5	100
CC(C)C1=CC(=NS(=O)(=O)c2cccc([N+](=O)[O-])c2)C=C(C(C)C)C1=O	1	0	0	14	x	-1.7	-0.1	1	4	94
Cc1ccc(CN2CCN(CC(C)C)C(CCO)C2)s1 (stereo not given)	-4	14	1	-4	-4	-1.7	-0.3	-2	11	99
Cc1ccc(C(=O)NCCCNC(=O)COc2ccc(C)c(C)c2)cn1	-15	-4	2	3	-7	-0.3	0.0	5	-3	88
C=C(C)CSc1nc2ncccc2[nH]1	16	0	1	2	-5	-4.9	0.3	22*	7	100
COC(=O)NNC(=O)COc1ccc(Br)c(C)c1	-2	-2	-2	6	-10	1.3	-0.2	10	-14	97
O=C(NCCOc1ccccc1F)C1CCC(=O)N(CC2CCCCC2)C1 (stereo not given)	0	-1	-2	-4	-5	-0.3	-0.3	2	-2	99
Cc1ccc2c(c1)N=C(c1ccc(Cl)cc1)CO2	-6	-15	-6	4	x	-0.8	0.7	-2	-7	101
O=C(Cn1cccc1C(=O)c1ccccc1)NCCN1CCOCC1	-6	-1	-1	-2	x	5.6	0.1	-2	1	99
Cc1ccccc1Cn1nnc(C(=O)Nc2ccc3c(c2)OCCO3)c1N	2	-16	-2	-1	-3	-0.2	1.1	-1	-3	101
CCCn1c(N)c(N(CCOC)C(=O)c2cc(-c3ccco3)nc3ccccc23)c(=O)[nH]c1=O	4	-6	0	-6	-10	-0.3	0.0	2	-3	106
N#Cc1nc(-c2ccccc2Cl)oc1NCC1CCCO1 (stereo not given)	11	7	-1	4	-5	-0.4	-0.1	2	-5	99
CCn1ccnc1CN1CCCCC1C(=O)Nc1ccc(Oc2cccnc2)cc1 (stereo not given)	-8	2	12	6	-14	-0.5	-0.3	-8	26	96
O=C(c1cccc(-c2ccccc2)c1)N1CC[C@@H](N2CCC(O)CC2)[C@H](O)C1	5	-4	3	-3	-6	-0.2	1.6	1	1	105
CN(C)C(=O)c1cnc(Cc2c[nH]c3ccccc23)c(I)c1	4	16	0	4	-10	-2.5	0.2	2	x	96
O=C1C(=O)N(c2ccccn2)C(c2cccc([N+](=O)[O-])c2)/C1=C(/O)c1ccc(Br)cc1 (stereo not given)	1	0	5	5	-5	0.2	-0.2	2	8	96
COc1cc2c(cc1OC)CN(C(=O)c1ccc(N3CCCC3)c([N+](=O)[O-])c1)CC2	-2	1	0	13	-15	-0.4	0.0	1	0	99
CCC(C(=O)OCCOCCN(CC)CC)c1ccccc1 (stereo not given)	12	1	1	-3	-3	-0.7	0.4	-1	2	94
Cn1c(-c2ccncc2)nc2ccccc21	4	-3	2	-4	-6	1.1	0.3	2	2	102
N#CCCCSc1nnc(-c2ccccn2)o1	-3	-14	-2	-1	x	-1.3	-0.2	-1	-10	97
CCCCc1cc(=O)oc2cc(C)cc(OCc3nn[nH]n3)c12	3	6	0	1	x	11	0.0	7	7	106
O=C(O)C1CCCCC1C(=O)Nc1cccc2ccccc12 (stereo not given)	-5	2	2	-4	x	0.7	-0.2	0	-6	92
O=C(Nc1cccc(C(=O)N2CCOCC2)c1)c1ncn[nH]1	-3	1	2	5	x	-1.3	-0.1	-2	-8	105
COc1ccc(C(=O)N2CCCC(N3CCN(c4ccccc4OC)CC3)C2)c(OC)n1 (stereo not given)	0	-3	0	-12	-3	-0.4	-0.2	-8	-2	100
CCOC(=O)N1CCN(C(=O)c2ccc3c(c2)N=C(CC)c2cc(C)ccc2S3)CC1	1	-4	-2	-3	-3	-0.5	0.5	1	-17	81
CCN(C(=O)COC(=O)c1ccc([N+](=O)[O-])o1)c1cccc2ccccc12	-1	7	1	-9	-7	3.9	0.1	14	-10	99
O=C(NCc1ccon1)c1ccc(OC2CCN(CCc3ccccc3)CC2)cc1	1	3	-3	-7	-4	-0.6	0.6	-8	2	99
Cc1ccc(-c2csc3ncnc(N4CCN(Cc5ccccc5)CC4)c23)cc1	26	-12	2	15	-2	1.3	0.0	4	-3	95
COc1ccccc1NC(=O)c1oc2ccccc2c1NC(=O)c1cc(OC)c(OC)c(OC)c1	6	4	12	-1	-7	-2.1	-0.2	-1	5	95
O=C(NCC1CCCN1S(=O)(=O)c1cccs1)c1ccccc1 (stereo not given)	-1	4	2	4	-6	0.7	0.0	-2	-15	94
CSc1ccc(CNC(=O)CCn2ccc3cc(S(=O)(=O)N4CCCC4)ccc32)cc1	0	-1	1	3	-6	-0.1	-0.3	0	-1	96
Cc1nc(N2CCN(C)CC2)c2sc(=S)n(C)c2n1	-1	12	3	x	x	-0.9	0.7	1	16	103
CCOc1ccccc1NC(=O)N1CCCN(c2ncccc2C#N)CC1	-5	2	0	-7	-5	-0.4	0.0	7	-14	99
CC(=O)NCCc1ccc(S(=O)(=O)Nc2ccc(C)c(S(=O)(=O)N3CCOCC3)c2)cc1	-6	-1	3	10	-2	-0.3	0.2	6	6	96
COc1ccc(C(=O)CCC(=O)N2CCN(c3cc(C)ccc3C)CC2)cc1	14	-6	1	0	-7	0.8	0.3	-1	2	102
Cc1nn(C)c(C)c1S(=O)(=O)N1CCC(C(=O)NC2CCCc3ccccc32)CC1 (stereo not given)	9	0	-7	x	-2	-0.2	0.4	3	8	98
CC1CC1c1ccc(/C=C(\C#N)C(=O)Nc2cccc(Cl)c2Cl)o1 (stereo not given)	13	-7	3	-7	-29	1.7	-0.3	0	-2	130
COc1ccc(S(=O)(=O)Nc2ccc3c(c2)N(C(C)=O)CCC3)cc1OC	-7	-7	2	4	-2	-0.4	0.0	-12	-3	100
Cc1cccc(/C=C/c2nc3ccccc3c(=O)[nH]2)c1	1	-4	-3	3	4	-4.6	-0.4	-1	-8	103
CCOc1nc(Nc2ccc(OC)c(Cl)c2)nc(N2CCN(c3ccc(OC)cc3)CC2)n1	0	-11	1	3	-1	0.4	-0.5	12	0	102
O=[N+]([O-])c1cccc(OCC(O)CN2CCN(S(=O)(=O)c3cc(Cl)ccc3Cl)CC2)c1 (stereo not given)	-3	2	-1	2	-3	-0.6	0.3	-3	-6	96
COc1ccc(OC)c(C2CC(=O)N3CN(c4cccc(Cl)c4)CSC3=C2C#N)c1 (stereo not given)	-3	3	0	x	-6	1.4	-0.4	3	x	100
O=S(CC(O)COCc1ccc(Cl)cc1)c1ccccn1 (stereo not given)	-1	7	0	1	x	3.5	0.3	-1	-5	106
Cc1ccc(S(=O)(=O)N2CCN(C(=O)COC(=O)c3cc([N+](=O)[O-])ccc3NCCO)CC2)c(C)c1	-2	18	24	13	-6	2.8	-0.1	-1	18	100
Cn1cccc1/C=C1/SC(=O)N(CC(=O)N2CCCC2)C1=O	5	3	-1	-3	-7	-0.2	-0.2	-2	-4	94
CCN(CC(=O)Nc1cccc(F)c1)CC(=O)Nc1ccc2c(c1)OCCO2	1	2	1	-3	-6	5.5	0.7	4	21	97
COc1ccc(-n2nnnc2SCC(=O)Nc2nnn(C)n2)cc1	-1	1	1	-3	-10	-0.9	0.0	2	20	101
Cn1cnc(S(=O)(=O)N2CCN(c3ccccc3)CC2)c1	-8	-3	0	-4	-4	1.2	-0.1	0	-1	98
c1cnc2ccc3c(c2c1)COCO3	-3	0	3	-4	-5	-0.2	0.0	-2	3	95
O=C(Nc1cc(C(F)(F)F)ccc1Cl)c1ccc(NC(=O)C(F)(F)F)cc1	-1	-22	1	1	-4	0.2	-0.1	0	u	96
O=C(NCCCc1ccccc1)C(=O)NCC1OCCN1S(=O)(=O)c1ccccc1 (stereo not given)	0	-1	0	-4	x	-0.4	0.1	0	-7	96
CCOC(=O)c1ccc(CNC(=O)CSc2nc(NC(=O)c3ccccc3)c3c(C)c(C)oc3n2)cc1	-1	7	-6	-2	-1	2.0	0.1	0	-2	92
COc1ccc(C[C@H]2CN3C(=NC[C@@H]3Cc3ccccc3)N2CCNC(=O)CCC2CCCCC2)cc1	15	-12	-16	1	65*	-4.2	1.5	-14	-6	95
C#CCOCCOCCOCCNc1nc(N2CCN(C(=O)C([C@@H](C)CC)n3cc(C(N)CO)nn3)CC2)nc(N2CCN(C(=O)[C@H](CCC(=O)O)n3cc(C(N)CC(C)C)nn3)CC2)n1 (stereo not given in full)	1	3	-1	0	x	2.4	0.1	3	0	85
CCOC(=O)CC(=O)CSc1nc2ccc(C)cc2cc1C#N	-2	-7	-7	-1	-10	0.4	0.6	1	83*	162
CN(C)C(=O)CSc1nc(-c2ccccc2)c(-c2ccccc2)o1	-4	-7	-4	7	-10	0.6	-0.1	-2	0	101
N#Cc1ccc(C(=O)Nc2ccc(S(=O)(=O)NC3=NCCCCC3)cc2)cc1	2	-15	-1	-2	x	3.3	-0.1	-4	-7	101
C=CCNC(=O)Cn1nnc(-c2ccc(-c3ccc(OC)cc3)cc2)n1	2	-2	-3	-2	-1	-0.4	0.1	1	15	99
The list goes on.
SMILES	Granule exo inh	H9c2 protect	Glyco luc inh	PDI turbidity	CaV13 ICDI inh	hiPSC survival	aDG glyco act	HTR2A ag	Vif inh	ABCB6 inh 2
CCCCCN(C(=O)CCC(=O)OCC(=O)N(CC#N)c1ccccc1)c1c(N)n(CCCC)c(=O)[nH]c1=O	5	4	2	0	-14	-0.4	0.1	6	x	99
CCCCN(C=O)c1c(CC)nc2c(OCCOc3ccc(F)cc3)cccn12	-5	-4	-3	8	-7	-1.0	0.0	-3	-5	96
C/C(=N\NC(=O)c1cc(C(C)C)[nH]n1)c1ccco1	-7	-12	-4	12	-5	-2.3	-0.2	3	3	92
Cc1oc(-c2ccccc2F)nc1CS(=O)(=O)CC(=O)N1CCN(c2ccccc2)CC1	-1	-3	2	x	-4	-3.9	0.2	4	-9	98

By substructure, the entries above with a COOH group.
SMILES	Granule exo inh	H9c2 protect	Glyco luc inh	PDI turbidity	CaV13 ICDI inh	hiPSC survival	aDG glyco act	HTR2A ag	Vif inh	ABCB6 inh 2
O=C(O)C1CCCCC1C(=O)Nc1cccc2ccccc12 (stereo not given)	-5	2	2	-4	x	0.7	-0.2	0	-6	92
C#CCOCCOCCOCCNc1nc(N2CCN(C(=O)C([C@@H](C)CC)n3cc(C(N)CO)nn3)CC2)nc(N2CCN(C(=O)[C@H](CCC(=O)O)n3cc(C(N)CC(C)C)nn3)CC2)n1 (stereo not given in full)	1	3	-1	0	x	2.4	0.1	3	0	85
